C diff HTS – C. difficile growth inhibition | Clostridium difficile clinical isolate growth, OD600, 24 h; hits give low values | 86,000 tested, 0.25% active | AID 1259249 | growth activity, negative = inhibition, % at 16 µg/mL (by protocol);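 active means mean growth activity at or below -80% and every replicate also at or below -80%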;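 further: 0% = DMSO wells and -100% = levofloxacin 16 µg/mL wells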
Pf Dd2 inh – P. falciparum Dd2 growth inhibition; SYBR Green, 72 h; hits give low values; activity change, % at 10 µM; 94,000 tested, 2.3% active; in the data active means activity change below about -80%
T cruzi growth – inhibitors of T. cruzi proliferation; 77,000 tested, 5.9% active; T. cruzi beta-gal in NIH3T3, GalScreen luminescence, 90 h; inhibition, % at 8.34 µM;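 active means mean inhibition above about 93%, with at least 55% of replicates each passing it, limit read from the data, passing the limit was not always enough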
KDM4C inh – KDM4C (human) demethylase inhibition | Q9H3R0 | GST-KDM4C 2-372, H3K9me3 peptide, LANCE TR-FRET | inhibition, % at 12.5 µM | 96,000 tested, 0.15% active;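 active means mean replicate inhibition above about 25%, with at least 55% of replicates also reaching it, limit read from the data, passing the limit was not always enough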
Target sequence (Q9H3R0 2-372 limits assumed): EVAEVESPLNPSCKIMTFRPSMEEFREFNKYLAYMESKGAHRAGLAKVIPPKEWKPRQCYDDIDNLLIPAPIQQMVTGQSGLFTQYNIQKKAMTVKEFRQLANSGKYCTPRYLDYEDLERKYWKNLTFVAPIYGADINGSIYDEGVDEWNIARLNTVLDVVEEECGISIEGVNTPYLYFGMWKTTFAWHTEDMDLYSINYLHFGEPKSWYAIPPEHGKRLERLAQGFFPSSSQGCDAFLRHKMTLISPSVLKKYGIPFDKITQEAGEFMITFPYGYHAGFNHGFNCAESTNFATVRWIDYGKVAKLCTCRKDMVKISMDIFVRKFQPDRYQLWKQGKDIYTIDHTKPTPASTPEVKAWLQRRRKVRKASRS
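System: N-terminal GST-fused human GASC-1 (KDM4C) fragment, residues 2-372; amount: enzyme final amount 10 nM; incubation: reaction 30 min RT, detection step 1 h RT; medium: HEPES buffer, pH 7.5, plus ascorbate; technique: LANCE TR-FRET, Eu antibody, ULight-streptavidin, EDTA, ex 340 nm, em 618/671 nm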
Starred values were filed as active, the others as inactive; . = not tested or not shown; & = joins results of further samples.

Results follow in this order: C diff HTS	Pf Dd2 inh	T cruzi growth	KDM4C inh
C[C@H](CO)N1C[C@H](C)[C@@H](CN(C)C(=O)Nc2ccccc2)Oc2ccc(NC(=O)Nc3cccc4ccccc34)cc2CC1=O
  4	-25	-2	0.2
CC(C)COC(=O)N(C)C[C@H]1OCc2cnnn2CCCC(=O)N([C@@H](C)CO)C[C@@H]1C
  .	-20	19	-0.5
CO[C@H]1CN(C)C(=O)c2cc(NS(C)(=O)=O)ccc2OC[C@H](C)N(C(=O)C2CCCCC2)C[C@H]1C
  .	.	92	0.4
CO[C@@H]1CN(C)C(=O)c2ccc(NC(=O)NC(C)C)cc2OC[C@H](C)N(C(=O)CC2CC2)C[C@@H]1C
  1	14	-39	51*
COc1ccc(S(=O)(=O)N(C)C[C@H]2Oc3c(NC(=O)Nc4ccc(F)cc4)cccc3C(=O)N([C@H](C)CO)C[C@H]2C)cc1
  -11	3	12	3.3
C[C@H](NC(=O)C[C@H]1CC[C@H](NC(=O)C2CC2)[C@@H](CO)O1)c1ccccc1
  1	21	.	0.2
C[C@@H]1CCCCO[C@H](CN(C)C(=O)Nc2ccc(C(F)(F)F)cc2)[C@@H](C)CN([C@@H](C)CO)C(=O)c2cc(NS(=O)(=O)c3cccs3)ccc2O1
  1	-80	73	20
C[C@H]1CN([C@@H](C)CO)S(=O)(=O)c2ccc(Br)cc2O[C@H]1CN(C)C(=O)CN(C)C
  -2&4	19&20	-36&-28	0.5
CN1CCN(C(=O)C[C@H]2CC[C@H]3[C@@H](COc4ccc(NC(=O)C5CCC5)cc4C(=O)N3C)O2)CC1
  -3	-20	.	2.0
COc1ccc(CN(C)C[C@H]2OCCCC[C@@H](C)Oc3ccc(NC(=O)c4ccccc4)cc3C(=O)N([C@@H](C)CO)C[C@@H]2C)cc1
  -3	-72	65	21
CCS(=O)(=O)N1CC(=O)N2[C@H](CO)[C@@H](c3ccc(C#Cc4cccc(F)c4)cc3)[C@@H]2C1
  -12	-27	.	-3.0
C[C@H]1CN([C@@H](C)CO)C(=O)c2cccc(NC(=O)c3ccc(-c4nccs4)cc3)c2O[C@H]1CN(C)Cc1ccc2c(c1)OCO2
  1	-18	-84	0.3
O=S(=O)(NC[C@@H]1CC[C@H]2[C@H](CN2Cc2cccc(-c3ccccn3)c2)O1)c1ccccc1
  -1	18	.	.
CC(C)NC(=O)N1CCCCN2[C@H](C1)[C@H](c1ccc(C#Cc3ccccc3F)cc1)[C@@H]2CO
  -5	1	70	-1.4
C[C@H](CO)N1C[C@H](C)[C@@H](CN(C)Cc2ccc(C(=O)Nc3ccccc3N)cc2)Oc2ccc(NC(=O)Nc3ccc4c(c3)OCO4)cc2CC1=O
  13	-83*	39	-1.3
C[C@H](CO)N1C[C@H](C)[C@H](CN(C)S(=O)(=O)c2ccc(F)cc2)Oc2ccc(NC(=O)NC3CCCCC3)cc2C1=O
  -8	7	-4	-0.3
COc1ccc(CN(C)C[C@@H]2Oc3ccc(NS(=O)(=O)c4ccc(C)cc4)cc3C(=O)N([C@@H](C)CO)C[C@H]2C)cc1
  6	-41	56	4.7
CCC(=O)N1[C@H](CO)[C@H](c2ccc(C3=CCCCC3)cc2)[C@H]1CNCC1CCC1
  10	-85*	.	0.0
COc1ccc(NC(=O)Nc2ccc3c(c2)C(=O)N([C@@H](C)CO)C[C@H](C)[C@H](CN(C)C(=O)Nc2ccccc2)OCCCC[C@@H](C)O3)cc1
  5	-60	54	-0.6
C[C@H](CO)N1C[C@H](C)[C@@H](CN(C)C(=O)C2CC2)Oc2ncc(-c3ccncc3)cc2C1=O
  -8	13	18	-0.6
C[C@H](CO)N1C[C@H](C)[C@@H](CN(C)Cc2ccc(C(F)(F)F)cc2)Oc2ccc(NC(=O)Nc3ccc(C(F)(F)F)cc3)cc2C1=O
  16	1	36	-1.2
C[C@H](CO)N1C[C@H](C)[C@H](CN(C)Cc2ccc(C(F)(F)F)cc2)OCCCC[C@H](C)Oc2ccc(NC(=O)C3CCCCC3)cc2C1=O
  30	-13	99*	-0.4
CNC[C@@H]1Oc2ccc(NS(=O)(=O)c3ccccc3)cc2C(=O)N([C@H](C)CO)C[C@H]1C
  4	26	.	-2.2
O=C(N[C@@H]1CC[C@@H](CCn2cc(C3(O)CCCC3)nn2)O[C@H]1CO)c1ccccc1F
  .	-10	-2	-0.6
COc1cccc(C(=O)Nc2ccc3c(c2)C(=O)N(C)[C@H]2CC[C@@H](CC(=O)NCCCN4CCOCC4)O[C@@H]2CO3)c1
  5	.	-63	1.9
C[C@H](CO)N1C[C@H](C)[C@@H](CN(C)C(=O)Nc2ccccc2F)Oc2ncc(-c3ccccc3)cc2C1=O
  -6	-52	-121	.
C[C@@H]1CCCCO[C@H](CN(C)S(=O)(=O)c2ccccc2)[C@@H](C)CN([C@H](C)CO)C(=O)c2cc(NC(=O)Nc3ccccc3)ccc2O1
  .	-43	20	0.2
C[C@@H]1CCCCO[C@H](CN(C)C(=O)c2ccncc2)[C@@H](C)CN([C@@H](C)CO)C(=O)c2cc(NC(=O)NC3CCCCC3)ccc2O1
  -3	-63	50	-2.4
CCNC(=O)C[C@@H]1CC[C@@H]2[C@H](COc3ccc(NC(=O)Nc4ccccc4F)cc3C(=O)N2C)O1
  11	-40	22	1.8
Cc1ccccc1S(=O)(=O)NCC[C@H]1CC[C@H](NS(=O)(=O)c2ccccc2C)[C@H](CO)O1
  .	-15	0	-1.0

Compound profiles, as listed above. Values in the order: C diff HTS, Pf Dd2 inh, T cruzi growth, KDM4C inh
`O=S(=O)(NC[C@@H]1CC[C@H]2[C@H](CN2Cc2cccc(-c3ccccn3)c2)O1)c1ccccc1` as listed: -1, 18, ., .
`CCS(=O)(=O)N1CC(=O)N2[C@H](CO)[C@@H](c3ccc(C#Cc4cccc(F)c4)cc3)[C@@H]2C1` as listed: -12, -27, ., -3.0

The list goes on.
Results follow in this order: C diff HTS	Pf Dd2 inh	T cruzi growth	KDM4C inh
C[C@@H]1CN([C@@H](C)CO)S(=O)(=O)c2ccc(Br)cc2O[C@@H]1CN(C)C(=O)c1ccc(F)cc1
  0	1	.	-0.8
C[C@H]1CN([C@@H](C)CO)C(=O)Cc2cc(NS(=O)(=O)c3ccc(Cl)cc3)ccc2O[C@H]1CN(C)Cc1ccc(Oc2ccccc2)cc1
  59	-9	17	-1.6
CC(C)C#Cc1ccc2c(c1)O[C@H](CN(C)C(=O)CN(C)C)[C@H](C)CN([C@@H](C)CO)S2(=O)=O
  -4	12	38	5.7
C[C@H](CO)N1C[C@H](C)[C@@H](CN(C)S(C)(=O)=O)Oc2cc(C3=CCCCC3)ccc2S1(=O)=O
  1	21	18	0.3
C[C@@H]1CN([C@H](C)CO)C(=O)c2cc(-c3ccc(C#N)cc3)cnc2O[C@H]1CN(C)C(=O)Nc1ccc(F)cc1
  -4	24	-17	-1.6
CN1c2ccc(-c3ccccc3F)cc2[C@@H]2[C@@H](CCN2C(=O)NC2CCCCC2)[C@H]1CO
  3	-65	.	-1.6
O=C(c1ccc2c(c1)OCO2)N1CC(=O)N2[C@H](CO)[C@@H](c3ccc(C#Cc4ccccc4)cc3)[C@H]2C1
  6	-11	.	1.1
O=C(C[C@@H]1C[C@@H]2c3cc(NC(=O)C4CCC4)ccc3O[C@@H]2[C@@H](CO)O1)NC1CCCC1
  -5	18	23	-0.5
Cc1ccccc1S(=O)(=O)N1C[C@@H](O)COC[C@H]2O[C@H](CC(=O)N3CCC(Cc4ccccc4)CC3)CC[C@@H]21
  2	-28	41	-1.4
CCCNC(=O)Nc1ccc2c(c1)C(=O)N(C)C[C@@H](OC)[C@@H](C)CN(C)[C@H](C)CO2
  0	28	10	-1.6
COc1ccc2c3c([nH]c2c1)[C@@H](CO)N(C(C)=O)CC31CCN(Cc2cc(-c3ccccc3)on2)CC1
  -3	-67	.	0.8
C[C@@H]1CN([C@H](C)CO)C(=O)c2c(c3ccccc3n2C)-c2ccccc2CO[C@H]1CN(C)C(=O)Nc1cccc(C(F)(F)F)c1
  5	-78	.	-2.1
CC(C)C#Cc1cnc2c(c1)C(=O)N([C@H](C)CO)C[C@H](C)[C@H](CN(C)Cc1ccccc1F)O2
  2	.	52	-4.5
Cc1ccc(S(=O)(=O)N[C@H]2CC[C@H](CC(=O)NC3CCCCC3)O[C@H]2CO)cc1
  -2	-2	-48	-0.5
CNC(=O)C[C@H]1CC[C@H]2[C@H](COc3ccc(NC(=O)c4ccccc4Cl)cc3C(=O)N2C)O1
  -2	15	26	1.6
C[C@H]1CN([C@@H](C)CO)C(=O)c2cccc(NS(C)(=O)=O)c2O[C@H]1CN(C)C
  -4	-6	33	10
N#C[C@@H]1[C@@H](c2ccccc2C2=CCCCC2)[C@H](CO)N1S(=O)(=O)c1cccc(F)c1
  5	-25	.	-1.3
Cc1ccc(-c2ccc([C@H]3[C@@H](CO)N4C(=O)CN(C(=O)Nc5ccc(F)cc5)C[C@H]34)cc2)cc1
  -1	-2	.	-0.2
Cc1noc(C)c1NC(=O)NCC[C@H]1CC[C@@H](NC(=O)Nc2cccc(Cl)c2)[C@H](CO)O1
  .	0	9	-0.3
C[C@H]1CCCCO[C@@H](CN(C)Cc2ccc(C(F)(F)F)cc2)[C@@H](C)CN([C@@H](C)CO)C(=O)c2cc(NC(=O)Nc3ccccc3)ccc2O1
  1	-75	73	0.8
COCC(=O)N1CCC2(CC1)CN(C(=O)NC1CCCC1)[C@@H](CO)c1c2c2ccc(OC)cc2n1C
  2	-1	.	-0.2
OC[C@@H]1CC[C@@H]2O[C@H](CCc3ccc(C#Cc4ccccc4)cc3)[C@@H](n3cc(-c4ccccc4)nn3)C[C@@H]2O1
  -1	-52	.	.
C[C@H]1CN([C@@H](C)CO)C(=O)c2cc(NC(=O)C3CC3)ccc2O[C@@H]1CN(C)C(=O)Nc1cccc2ccccc12
  -6	0	4	-0.2
CCC(=O)N(C)C[C@H]1Oc2ncc(-c3ccccc3C)cc2C(=O)N([C@@H](C)CO)C[C@@H]1C
  -2	19	16	-0.6
C[C@H]1CN([C@@H](C)CO)C(=O)c2cccc(NC(=O)C3CC3)c2O[C@@H]1CN(C)Cc1ccccc1
  -12&-13	-34	.	1.8
C[C@@H]1CN([C@H](C)CO)C(=O)Cc2cc(NS(=O)(=O)c3ccccc3)ccc2O[C@H]1CN(C)C(=O)Nc1ccc(C(F)(F)F)cc1
  -18	-26	23	1.3
N#C[C@H]1[C@@H](c2ccc(-c3ccccc3)cc2)[C@@H](CO)N1C(=O)Cc1ccccc1
  5	14	49	-0.1
C[C@H](NC(=O)C[C@H]1C[C@H]2c3cc(NS(=O)(=O)c4ccc(F)cc4)ccc3O[C@H]2[C@@H](CO)O1)c1ccccc1
  -3	-1	34	3.5
COc1ccc(S(=O)(=O)Nc2ccc3c(c2)C(=O)N(C)C[C@@H](OC)[C@H](C)CN(Cc2cc(F)ccc2F)[C@H](C)CO3)cc1
  .	-64	75	1.8
COCC#Cc1cnc2c(c1)C(=O)N([C@@H](C)CO)C[C@H](C)[C@H](CN(C)C(=O)C1CCOCC1)O2
  1	47	-55	-0.8

A draw from above in order of length of the SMILES, rising:
Results follow in this order: C diff HTS	Pf Dd2 inh	T cruzi growth	KDM4C inh
C[C@@H]1CN([C@H](C)CO)C(=O)c2cc(-c3ccc(C#N)cc3)cnc2O[C@H]1CN(C)C(=O)Nc1ccc(F)cc1
  -4	24	-17	-1.6
COc1ccc(S(=O)(=O)Nc2ccc3c(c2)C(=O)N(C)C[C@@H](OC)[C@H](C)CN(Cc2cc(F)ccc2F)[C@H](C)CO3)cc1
  .	-64	75	1.8
C[C@H]1CCCCO[C@@H](CN(C)Cc2ccc(C(F)(F)F)cc2)[C@@H](C)CN([C@@H](C)CO)C(=O)c2cc(NC(=O)Nc3ccccc3)ccc2O1
  1	-75	73	0.8

Following part:
Results follow in this order: C diff HTS	Pf Dd2 inh	T cruzi growth	KDM4C inh
COCC(=O)Nc1ccc2c(c1)OC[C@H](C)N(Cc1ccccc1)C[C@H](C)[C@H](OC)CN(C)C2=O
  .	-5	29	1.3
C[C@H](CO)N1C[C@H](C)[C@@H](CN(C)Cc2ccccn2)Oc2cc(-c3ccc(C#N)cc3)ccc2S1(=O)=O
  3	12	.	-1.3
COc1ccc(CN(C)C[C@H]2Oc3ccc(NS(=O)(=O)c4ccc(F)cc4)cc3CC(=O)N([C@@H](C)CO)C[C@H]2C)cc1
  -15	41	66	-1.3
CC(C)NC(=O)N(C)C[C@H]1Oc2ccc(NS(=O)(=O)c3cccs3)cc2C(=O)N([C@H](C)CO)C[C@@H]1C
  -3	-2	-75	0.7
C[C@H](CO)N1C[C@H](C)[C@H](CN(C)C(=O)Nc2ccc3c(c2)OCO3)Oc2ccc(NC(=O)Nc3ccc(C(F)(F)F)cc3)cc2C1=O
  .	-30	80	-1.2
CN1c2ccc(-c3ccc(F)cc3)cc2[C@@H]2[C@@H](CCN2C(=O)Cc2cccnc2)[C@H]1CO
  -1	6	115*	0.5
O=S(=O)(c1ccccc1F)N1C[C@@H]2N[C@H](C1)C2c1ccc(-c2cncnc2)cc1 (some centres undefined)
  -5	-2	.	-0.2

Structural class: those above with bromine
Results follow in this order: C diff HTS	Pf Dd2 inh	T cruzi growth	KDM4C inh
C[C@H]1CN([C@@H](C)CO)S(=O)(=O)c2ccc(Br)cc2O[C@H]1CN(C)C(=O)CN(C)C
  -2&4	19&20	-36&-28	0.5
C[C@@H]1CN([C@@H](C)CO)S(=O)(=O)c2ccc(Br)cc2O[C@@H]1CN(C)C(=O)c1ccc(F)cc1
  0	1	.	-0.8
